ALOX12 inh – Primary qHTS assay for inhibitors of human arachidonate 12S-lipoxygenase (ALOX12): Round 2; purified 12hLO, xylenol orange hydroperoxide absorbance; Potency, µM (top dose mostly 108 µM), for the others: at the highest dose activity change, negative = inhibition, hits mostly inhibitors; actives 1.1% (n = 580,000); AID 1671190, 2021; active = well fitted inhibition curve with a large enough effect; inconclusive = small, poorly fitted or top-dose-only effect, or another doubt; inactive = no such curve, though single readings can be large or run the other way
Target sequence (P18054 whole entry, looked up): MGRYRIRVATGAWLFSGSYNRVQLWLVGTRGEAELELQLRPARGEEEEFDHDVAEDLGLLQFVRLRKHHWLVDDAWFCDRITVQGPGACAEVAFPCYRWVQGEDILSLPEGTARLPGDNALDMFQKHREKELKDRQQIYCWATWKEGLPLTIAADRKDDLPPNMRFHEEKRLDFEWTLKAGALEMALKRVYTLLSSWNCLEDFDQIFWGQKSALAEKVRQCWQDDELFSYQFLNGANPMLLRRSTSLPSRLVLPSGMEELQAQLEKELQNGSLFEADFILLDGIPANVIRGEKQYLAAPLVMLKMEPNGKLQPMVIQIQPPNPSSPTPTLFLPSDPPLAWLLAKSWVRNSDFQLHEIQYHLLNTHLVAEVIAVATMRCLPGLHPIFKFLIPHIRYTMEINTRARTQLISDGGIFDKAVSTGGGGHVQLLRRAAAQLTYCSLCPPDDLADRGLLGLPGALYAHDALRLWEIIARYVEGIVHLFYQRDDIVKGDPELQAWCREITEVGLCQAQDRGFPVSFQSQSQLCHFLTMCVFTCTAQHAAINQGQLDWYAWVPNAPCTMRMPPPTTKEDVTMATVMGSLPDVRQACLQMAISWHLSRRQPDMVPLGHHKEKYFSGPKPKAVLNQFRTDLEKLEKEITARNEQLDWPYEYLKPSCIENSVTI
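Purified human 12hLO (150 nM final) in 25 mM Hepes, 0.01% Triton X-100, pH 7.0 was preincubated 15 min at room temperature with compound. Then 40 uM arachidonic acid was added, 30 min. Hydroperoxide was read by Fe-XO absorbance ratio 573/405 nm.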
* = called active by the depositor; [ ] = another dose, or the depositor's remark. % is scaled to controls: 0 for no effect and ±100 for the full control effect; potency is read from the fitted curve at half-maximal effect. These rows are one share of the data. The share of hits here may be higher or lower than overall.

Screening COc1ccccc1CNC(=O)COc1cc(O)c2c(c1)OC(C)(C)CC2=O returned ALOX12 inh -24%.
For CCOc1ccc2c(n1)CCN(C(=O)Cc1cccc(F)c1)C2 the results were ALOX12 inh 29%.
Cc1ccc(Cl)cc1Nc1nc(N)c(C(=O)c2ccccc2F)s1 was read as ALOX12 inh inconclusive.
`O=C(c1cccc2[nH]ccc12)N1CCC(n2cc(-c3nc(-c4ccccc4)no3)nn2)CC1` gave ALOX12 inh 12%.
For CC1(C(=O)Nc2ccc(F)cc2)CN(Cc2ccccc2)Cc2ccc(N3CCOCC3)nc21 (stereo not drawn) the results were ALOX12 inh 70%[activator].
`O=C(Cc1cccc(Cl)c1)N1C[C@@H](CO)[C@H](c2ccncc2)C1` gave ALOX12 inh 5%.
`O=C(c1cccs1)N1CCC2(CC1)CC(N(Cc1ccc(F)cc1)C1CC1)CCO2` (stereo not drawn) gave ALOX12 inh 11%.
Screening CC(C)[C@H](NC(=O)c1ccc(Cl)c(Cl)c1)C(=O)N1CCC[C@H]1C(=O)NCCc1ccccc1Cl returned ALOX12 inh -18%.
For COc1ccccc1CC(=O)N(Cc1nc(-c2ccc(C)cc2)no1)C1CCCCC1 the results were ALOX12 inh -29%.
For COc1cc(CNC(=O)c2ccc3nc(Cc4ccccc4F)oc3c2)cc(OC)c1OC the results were ALOX12 inh 8%.
For Cc1noc(C)c1S(=O)(=O)N(C)C1CCc2nn(CC3CC3)c(=O)n2CC1 (stereo not drawn) the results were ALOX12 inh 36%.
`O=C(C1=NO[C@@H]2CN(c3ccc(OC(F)(F)F)cc3)C[C@H]12)N1CCOCC1` gave ALOX12 inh -9%[176 µM].
For COc1ccc(C(=O)N2CCN(C(=O)c3ccccc3)[C@H](C(=O)N[C@H]3CCCNC3=O)C2)cc1 the results were ALOX12 inh -25%.
COCCNC(=O)[C@H]1C[C@H](Oc2cccnc2)CN1S(=O)(=O)c1ccccc1C was read as ALOX12 inh 17%.
`O=C(NC1CCN(c2nc3ncccc3o2)CC1)c1ccccc1` gave ALOX12 inh -11%[176 µM].
Screening COc1ccc2nc(C)c(C(=O)Nc3cc(C)ccn3)cc2c1 returned ALOX12 inh -17%.
For CCCNc1c(NC(=O)Nc2cc(OC)cc(OC)c2)c(=O)oc2ccccc12 the results were ALOX12 inh 10%.
CC(=O)NCC(=O)N1Cc2ccccc2CC2(CCN(CC3CCCC3)C2)C1 (stereo not drawn) was read as ALOX12 inh 9%[6.33 µM].
Screening Nc1nnc(CCNC(=O)[C@H]2CNC[C@H](C(=O)N3CCOCC3)C2)s1 returned ALOX12 inh 137%[activator].
Screening O=C(Nc1ccc(F)cc1)c1ccc2cc[nH]c2n1 returned ALOX12 inh 6%[12.5 µM].
Screening O=C(Nc1cccc(Cl)c1F)N1CCCC(Cn2c(C3CC3)nc3cccnc32)C1 (stereo not drawn) returned ALOX12 inh 14%.
`O=C(CCC(=O)N1CCN(C(=O)c2cc3ccccc3[nH]2)CC1)NCCc1ccccc1` gave ALOX12 inh 4%.
`CCC(C)NC(=O)CN1C(=O)NC2(CCC(C(C)(C)C)CC2)C1=O` (stereo not drawn) gave ALOX12 inh 29%.
`O=C(NCc1ccccc1)c1nc2c(o1)CCN(CC1CCCC1)CC2` gave ALOX12 inh inconclusive.
For Cc1cc2ccccc2n1CCNC(=O)c1ccc2ccccc2c1 the results were ALOX12 inh -1%.
Screening COc1ccc(NC(C)(C)c2nnnn2-c2c(C)cccc2C)cc1OC returned ALOX12 inh -2%.
Screening O=C(NCCc1cccs1)C1CC=CCC1 (stereo not drawn) returned ALOX12 inh inconclusive.
`CC(Oc1ccc2ccc(=O)oc2c1)C(=O)Nc1ccc(F)c(F)c1` (stereo not drawn) gave ALOX12 inh -25%.
O=C1C(N2CCN(S(=O)(=O)c3cccc(F)c3)CC2)CCN1Cc1cccnc1 (stereo not drawn) was read as ALOX12 inh inconclusive.
For CCN(CC)c1ccc(NC(=O)c2cc(S(N)(=O)=O)ccc2C)cc1 the results were ALOX12 inh inconclusive.

Filtered by structure, those above containing an aryl methoxy group (seven)
Screening COc1ccccc1CNC(=O)COc1cc(O)c2c(c1)OC(C)(C)CC2=O returned ALOX12 inh -24%.
For COc1ccccc1CC(=O)N(Cc1nc(-c2ccc(C)cc2)no1)C1CCCCC1 the results were ALOX12 inh -29%.
For COc1cc(CNC(=O)c2ccc3nc(Cc4ccccc4F)oc3c2)cc(OC)c1OC the results were ALOX12 inh 8%.
For COc1ccc(C(=O)N2CCN(C(=O)c3ccccc3)[C@H](C(=O)N[C@H]3CCCNC3=O)C2)cc1 the results were ALOX12 inh -25%.
Screening COc1ccc2nc(C)c(C(=O)Nc3cc(C)ccn3)cc2c1 returned ALOX12 inh -17%.
For CCCNc1c(NC(=O)Nc2cc(OC)cc(OC)c2)c(=O)oc2ccccc12 the results were ALOX12 inh 10%.
Screening COc1ccc(NC(C)(C)c2nnnn2-c2c(C)cccc2C)cc1OC returned ALOX12 inh -2%.

Carrying on.
`COc1ccc(NC(=O)Cn2ccn(-c3ccc(OC)cc3)c2=O)cc1` gave ALOX12 inh 5%.
`Cc1ncsc1CN1C(=O)CO[C@H](c2ccc(NC(=O)c3cccnc3)cc2)[C@H]1CO` gave ALOX12 inh 60%.
Screening Cc1nc(Nc2nc(-c3ccccc3Cl)cc(=O)[nH]2)nc2c(C)cccc12 returned ALOX12 inh inconclusive.
Cc1ncc2c(c1CNC(=O)c1cncs1)CCN(C(=O)c1ccc(C(C)(C)C)cc1)C2 was read as ALOX12 inh 9%.
Screening CC(C)c1noc([C@@H]2C[C@H](NC(=O)Nc3ccc(F)cc3)CN2C)n1 returned ALOX12 inh 23%[176 µM].
Screening COc1cccc(N2CC(C(=O)NCc3cccc(Cl)c3)NC2=O)c1 (stereo not drawn) returned ALOX12 inh 2%.
Screening CC(=O)N1CC2(CCN(CC3CC3)CC2)Cc2ccccc21 returned ALOX12 inh 1%[12.5 µM].
Screening CNc1cccc(Cl)c1Cl returned ALOX12 inh inconclusive.
For O=C(OCC(=O)N1c2ccccc2Sc2ccccc21)c1ccc2c(c1)OCCO2 the results were ALOX12 inh 8%.
`c1c[nH]c(-c2ccn[nH]2)c1` gave ALOX12 inh 9%.
For CN(C)c1ncc2c(n1)C(C)(C(=O)NCC1CC1)CCC2 (stereo not drawn) the results were ALOX12 inh -1%[176 µM].
`CCOc1ccc2c(n1)CCN(C(=O)Nc1ccc(CC)cc1)C2` gave ALOX12 inh 15%.
O=C(Cc1ccc(F)cc1)N1CCC2(CCC(=O)N(CC3CC3)CC2)CC1 was read as ALOX12 inh inconclusive.
`O=C(COc1ccc(Cl)cc1)OCCCC(=O)c1ccc(F)cc1` gave ALOX12 inh 0%.
Screening O=C(Cc1ccccc1F)N1CCC(N2CC3CC(C2)[C@H]2CCCC(=O)N2C3)CC1 (stereo partly drawn) returned ALOX12 inh 9%.
O=C(NCc1cccs1)c1ccc(CN2C(=O)NC3(CCOCC3)C2=O)cc1 was read as ALOX12 inh 4%.
O=C(c1nc(-c2cccc(C(F)(F)F)c2)c2ccccn12)N1CCN(c2ncccn2)CC1 was read as ALOX12 inh -1%.
CC(C)/C=N/NC(=O)COc1ccc(C#N)cc1 was read as ALOX12 inh 2%.
For COc1cccc([S+](=O)([O-])N2CCc3nc(C(C)C)nc(-c4ccc(Cl)cc4)c3C2)c1 the results were ALOX12 inh 25%.
For O=C(/C=C(\Nc1cccc(OC(F)F)c1)c1ccccc1)c1ccccc1 the results were ALOX12 inh -2%.
CCOc1ccccc1NC(=O)Cn1c(N2CCC(C)CC2)nc(C)cc1=O was read as ALOX12 inh 28%.
`O=C(O)CNC(=O)CNC(=O)Cn1nc2c(cc1=O)CCCC2` gave ALOX12 inh 15%.
Screening Cc1cc(C)n2nc(CNS(=O)(=O)c3ccc(C(C)(C)C)cc3)nc2n1 returned ALOX12 inh 10%.
For CCOC(=O)COc1ccc2c(=O)c(Oc3ccccc3Cl)coc2c1 the results were ALOX12 inh 31%[activator].
For COc1ccc(-c2cc3ccc(OCC(=O)OC(C)(C)C)cc3oc2=O)cc1 the results were ALOX12 inh 28%.
For CC(OC(=O)c1ccc2ccccc2n1)C(=O)Nc1cc(Cl)cc(Cl)c1 (stereo not drawn) the results were ALOX12 inh inconclusive.
Screening CC1CCCN(CC2CCCN2)C1 (stereo not drawn) returned ALOX12 inh inconclusive.
O=C(Nc1ccccc1)N1CCc2nc(-c3ccc(Cl)cc3)nc(-c3ccccc3)c2C1 was read as ALOX12 inh -20%.
Screening O=C(Cn1cc(C(=O)c2ccccc2)c2ccccc21)NCc1ccccc1 returned ALOX12 inh inconclusive.
For O=C(Nc1cc(F)ccc1F)Nc1ccc(Cl)cc1C(F)(F)F the results were ALOX12 inh -20%.
Screening Nc1ccc(NS(=O)(=O)c2cccc(Cl)c2Cl)cc1[N+](=O)[O-] returned ALOX12 inh inconclusive.
N#Cc1ccccc1OCC(=O)NNC(=O)C1COc2ccccc2O1 (stereo not drawn) was read as ALOX12 inh 15%.
`COc1ccc(CN2CCC([C@@H]3CNC[C@H]3CO)CC2)c(Cl)c1OC` gave ALOX12 inh 66%[activator].
For COc1cccc(CN2C[C@@H]3C[C@H]2C(=O)Nc2ccccc2O3)c1 the results were ALOX12 inh 26%[176 µM].
Cc1cc(CN2C[C@@H](CO)[C@H](C(=O)N(C)C)C2)n(C)n1 was read as ALOX12 inh 21%.
CCc1ccc(C(=O)N(Cc2ccco2)C2CC2)o1 was read as ALOX12 inh -25%.
`Fc1ccc(-c2cnc([C@@H]3COCCN3Cc3ccccc3F)[nH]2)c(F)c1` gave ALOX12 inh -5%[176 µM].
Screening N#Cc1cccc(C(=O)NC2CCN(c3cc(-c4ccc(F)cc4)[nH]n3)C2)c1 (stereo not drawn) returned ALOX12 inh 52%[activator].
For COC(=O)[C@]12C[C@H](CC(=O)N3CCN(C(=O)C4CC4)CC3)C(=O)N(Cc3ccc4c(c3)OCO4)C1=C[C@H](C(C)(C)C)O[C@@H]2C the results were ALOX12 inh -8%.
Screening COc1ccc(C(=O)/C=C/c2ccccc2F)c(OC(=O)c2ccc(C)cc2)c1 returned ALOX12 inh 8%.
Cc1nc(SC(C)c2cccc(Cl)c2)sc1CC(N)=O (stereo not drawn) was read as ALOX12 inh -23%.
CN(Cc1cccnc1)Cc1nc(C2(O)CCN(Cc3ccc(C(F)(F)F)cc3)CC2)cs1 was read as ALOX12 inh 10%.
`CC(C)Cc1nc(NCCO)c(C#N)c2c1CCCC2` gave ALOX12 inh 0%.
`COc1ccc(Cc2nnc(SCC(=O)Nc3ccc(Br)c(C)c3C)n2C)cc1` gave ALOX12 inh 13%.
COCCN1CC(CNc2nc(CCN)nc3sc(C)c(C)c23)CC1=O (stereo not drawn) was read as ALOX12 inh inconclusive.
For Cc1cnc(CC2CCCN(C(=O)NC(C)(C)C)C2)n1Cc1ccc(F)cc1 (stereo not drawn) the results were ALOX12 inh 16%.
C[C@H]1CNCCN1c1ccc(N2CCS(=O)(=O)CC2)c(C#N)c1 was read as ALOX12 inh inconclusive.
For Cc1ccc(NC(=O)N[C@@H]2C=C(C(=O)N[C@H](Cc3ccccc3)C(N)=O)C[C@@H](O)[C@@H]2O)cc1 the results were ALOX12 inh 11%.
COc1ccc(C(=O)N2CCN(c3cc(C(F)(F)F)nc(C)n3)CC2)cc1OC was read as ALOX12 inh 28%.
Screening Cc1cccc(C(=O)N2CCC3(CC2)CC(CC(=O)NC2CC2)CCO3)c1 (stereo not drawn) returned ALOX12 inh 18%.

By substructure: those above with a thiophene ring, fused or not.
`O=C(c1cccs1)N1CCC2(CC1)CC(N(Cc1ccc(F)cc1)C1CC1)CCO2` (stereo not drawn) gave ALOX12 inh 11%.
Screening O=C(NCCc1cccs1)C1CC=CCC1 (stereo not drawn) returned ALOX12 inh inconclusive.
O=C(NCc1cccs1)c1ccc(CN2C(=O)NC3(CCOCC3)C2=O)cc1 was read as ALOX12 inh 4%.
COCCN1CC(CNc2nc(CCN)nc3sc(C)c(C)c23)CC1=O (stereo not drawn) was read as ALOX12 inh inconclusive.

(list continues)
For CCc1c(C)sc(NC(=O)CCC(=O)O)c1C(=O)NC1CC1 the results were ALOX12 inh inconclusive.
For CC(=O)N1C[C@@H](CN(C)C)[C@H](NC(=O)c2ccccc2OC(F)(F)F)C1 the results were ALOX12 inh 35%[activator].
For CC(C)(C)N1CC(C(=O)NCCCc2ccccc2F)CC1=O (stereo not drawn) the results were ALOX12 inh 72%[activator].
Screening CN1C(=O)CC[C@]2(C(=O)NCc3ccc4c(c3)OCO4)CCCC[C@@H]12 returned ALOX12 inh -7%.
For CCOc1ccccc1C(=O)NC1CCN(c2cc(-c3ccc(OC)cc3)[nH]n2)CC1 the results were ALOX12 inh 36%[activator].
For CC(O)c1nc2ccccc2s1 (stereo not drawn) the results were ALOX12 inh 3%.
`CCCS(=O)(=O)NCc1c(C)ncc2c1CCN(C(=O)c1c(F)ccc(F)c1F)C2` gave ALOX12 inh 5%.
`c1ccc(CSc2ccc(Sc3ccc(SCc4ccccc4)cc3)cc2)cc1` gave ALOX12 inh 29%.
For C=CCc1ccccc1OCC(O)Cn1nc(C(N)=O)c2ccccc2c1=O (stereo not drawn) the results were ALOX12 inh 8%.
For O=C1[C@H]2CN(Cc3cc(Cl)ccc3F)C[C@H]2C(=O)N1CCN1CCc2ccccc2C1 the results were ALOX12 inh -3%.
Screening COc1ccc(OC)c(S(=O)(=O)N2CCC[C@H]2C(=O)Nc2cc(C)on2)c1 returned ALOX12 inh -8%.
`N#Cc1nc(-c2ccc(F)cc2)oc1NCCc1ccccc1` gave ALOX12 inh inconclusive.
For O=[S+]1([O-])NC2(CCN(CC3CCCCC3)CC2)CNc2ccccc21 the results were ALOX12 inh 10%.
Screening CCSc1ncc(CN2CC[C@@H](NC(=O)c3cnccn3)[C@H](O)C2)cn1 returned ALOX12 inh 37%[activator].
Screening CN(CCCn1cc(-c2cncnc2)nn1)c1ccccc1 returned ALOX12 inh 17%.
For COCCOc1ccc2c(n1)CCN(C(=O)COc1ccc(F)cc1)C2 the results were ALOX12 inh 19%.
